High-throughput results (PubChem)
Lamin A splicing – changes lamin A minigene splicing in HeLa cells; HeLa LMNA splicing GFP/RFP minigene ratio, 48 h; Potency, µM (top dose mostly 46.1 µM), inactives show at the top dose ratio change, negative = inhibition, usual class: inhibitors; actives 0.01% (n = 200,000); active = well fitted inhibition curve with a large enough effect in the signal ratio, with a control signal flat, not every such curve was filed as active; inconclusive = small, poorly fitted or top-dose-only effect, or effect the other way, or a change in a side signal; the % refers to the signal ratio
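S3 HeLa stable clones carrying a lamin A-EGFP splicing minigene plus DsRed2 were seeded at 600 cells/well in Opti-MEM with 2% FBS, pin-dosed and incubated 48 h at 37°C. Acumen cytometry (488 nm) gave the GFP/RFP total-intensity ratio.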
Numbers without * were called inactive; ? = inconclusive; [ ] = remark or other dose. % is set by controls: 0 for no effect and ±100 for the full control effect; potency is the fitted concentration of half-maximal effect. An excerpt. The share of hits here may be higher or lower than overall.

item	molecule	Lamin A splicing
1	Cc1ccc(CC(=O)Nc2ccc3c(c2)N(C)C(=O)c2ccccc2S3)cc1	?
2	CCc1ccccc1NC(=O)Cn1cc(C(=O)c2ccncc2)c(=O)c2cc(C)ccc21	26%[46 µM]
3	CC1(C)N=C(SCc2ccc(F)cc2)c2ccccc2N1	?
4	Cc1cccc(NC(=O)Cn2c(=O)c3cccn3c3ccccc32)c1C	?
5	COc1ccccc1CNc1nc(-c2ccco2)nn1S(C)(=O)=O	22%[46 µM]
6	CCOc1ccc(NC(=O)C(=O)NCCc2csc(-c3ccc(C)cc3)n2)cc1	5%[46 µM]
7	CCOc1ccc(-n2c(=O)c3c(C)c(C(=O)N(C)C)sc3n(Cc3cc(C)ccc3C)c2=O)cc1	19%[46 µM]
8	O=C(c1cc(-c2ccc(Br)cc2)n[nH]1)N1CCN(S(=O)(=O)c2ccc(Br)cc2)CC1	28%[46 µM]
9	O=c1cc(CN2CCN(S(=O)(=O)c3ccc(Cl)cc3)CC2)nc2sc(-c3ccccc3F)nn12	0%[46 µM]
10	Cc1ccc(N2CC(NC(=O)Cc3ccc(F)cc3)CC2=O)cc1C (stereo unspecified)	7%[46 µM]
11	Cc1nc(-c2ccc(S(=O)(=O)N3CCN(c4cccc(Cl)c4)CC3)cc2)co1	10%[46 µM]
12	CCC1CN(C(=O)NCc2cccc(OC)c2)c2ccccc2O1 (stereo unspecified)	-2%[46 µM]
13	CCOC(=O)c1sc2ccccc2c1S(=O)(=O)NCc1ccc(F)cc1	?
14	CCOC(=O)c1cc(-c2ccccc2)n(CCCC(=O)Nc2cccc(C)c2)c1C	?
15	Cc1ccc(NS(=O)(=O)c2ccc3c(c2)NC(=O)CCS3)c(Br)c1	-26%[46 µM]
16	CC(=O)N1CCCc2cc(S(=O)(=O)N3CCCC(C(=O)Nc4ccc(C)c(C)c4)C3)ccc21 (stereo unspecified)	-19%[46 µM]
17	Cc1ccc(Cn2c(CN3CCC(C(=O)NCc4cccnc4)CC3)cc3ccccc32)cc1	-19%[46 µM]
18	CN(C)c1ccc(CNC(=O)CCn2cccn2)cc1	1%[46 µM]
19	COc1ccccc1NC(=O)C1=C(C)Nc2c(C(=O)Nc3ccc(C)cc3)cnn2C1c1cccc(OC)c1OC (stereo unspecified)	?
20	Cc1ccc(Cn2ccn(Cc3ccccc3F)c(=O)c2=O)cc1	1%[46 µM]
21	Cc1cc(N2CCN(C)CC2)nc2ccc(NC(=O)Nc3cccc(Cl)c3)cc12	?
22	O=C(CSc1n[nH]c(-c2ccccc2)n1)NCCCc1ccccc1	5%[46 µM]
23	Cc1ccc(C)c(N2CCN(C(=O)c3cc4c(=O)n(Cc5ccco5)ccc4nc3C)CC2)c1	-6%[46 µM]
24	CCOC(=O)c1cc(-c2ccccc2)n(CC(=O)Nc2ccc(CC)cc2)c1C	?
25	CCOc1ccc(NC(=O)C(CC)n2nc(-c3ccc(C)c(C)c3)ccc2=O)cc1 (stereo unspecified)	6%[46 µM]
26	CCCN(CCC)C(=O)Cn1c(=O)n(-c2ccc(Cl)c(Cl)c2)c(=O)c2c(C)c(C(=O)N(C)C)sc21	?
27	COc1cc(C(=O)Nc2cc(C)ccc2OCc2cc(=O)n3c(C)csc3n2)cc(OC)c1OC	?
28	COc1ccc(C(=O)NCC(c2ccco2)S(=O)(=O)c2ccccc2)cc1 (stereo unspecified)	2%[46 µM]
29	COc1ccccc1N1CCN(c2ncnc3c2cnn3C)CC1	0%[46 µM]
30	Cc1cccc(C(=O)NCC(=O)OCc2cc(=O)n3nc(CC(C)C)sc3n2)c1	5%[46 µM]
31	CCC(CC)C(=O)Nc1nnc(S(=O)(=O)N2CCc3ccccc32)s1	2%[46 µM]
32	CCc1cccc(C)c1Nc1nn2c(=O)c3ccccc3nc2s1	-3%[46 µM]
33	CCc1ccc(NC(=O)c2cc(S(=O)(=O)NC3CCCCCC3)ccc2F)cc1	-16%[46 µM]
34	CCN(CC)CCCNC(=O)CN1N=C(c2ccc(OC)cc2)CCC1=O	9%[46 µM]
35	CCOC(=O)Cn1c(=O)n(-c2ccccc2OC)c2nc(-c3cccc(F)c3)nc(C(N)=O)c21	-9%[46 µM]
36	O=C(C1CCN(c2ncnc3c2nc2n3CCCCC2)CC1)N1CCN(c2ccccc2F)CC1	15%[46 µM]
37	CCCc1cnc2c(c1SCC(=O)Nc1ccccc1F)c(=O)n(C)c(=O)n2C	?
38	COc1ccc(C2C(=O)N(C3CCCCC3)CC(=O)N2CCc2ccc(C)cc2)cc1OC (stereo unspecified)	?
39	O=C(Nc1c(C(=O)N2CCN(c3ccccc3F)CC2)oc2ccccc12)c1ccco1	?
40	COc1ccc(CNCCCSc2nnnn2-c2ccccc2)cc1	-4%[46 µM]
41	CCc1ccc(NC(=O)c2cc(S(=O)(=O)N3CCCCC3)c[nH]2)cc1	?
42	CC(C)CCN(C(=O)Nc1ccc(Cl)c(Cl)c1)C(C)c1cccs1 (stereo unspecified)	-18%[46 µM]
43	COc1ccc(NC(=O)c2cnc(N3CCCCC3)c3ccccc23)cc1Cl	9%[46 µM]
44	COc1ccccc1CCNC(=O)C(=O)NCC(c1ccco1)S(=O)(=O)c1ccc(C)cc1 (stereo unspecified)	-3%[46 µM]
45	CCOc1ccc(NC(=O)N2CCOc3ccccc32)cc1	?
46	Fc1cc(Br)ccc1Nc1c2c(nc3nc(-c4cccs4)nn13)CCCC2	?
47	CCOc1ccc(S(=O)(=O)Nc2ccc3c(c2)CCCN3C(=O)c2cccs2)cc1	-11%[46 µM]
48	CCCn1ccc2c(OCC(=O)NCc3ccc(F)cc3)cccc2c1=O	-4%[46 µM]
49	COc1cccc(CNC(=O)CCc2c(C)nn(-c3ccc(N4CCOCC4)nn3)c2C)c1	1%[46 µM]
50	O=C(c1ccccc1)N1CCN(CCc2ccccn2)CC1	-6%[46 µM]

Retrieved by compound from the entries so far:
item	molecule	Lamin A splicing
29	COc1ccccc1N1CCN(c2ncnc3c2cnn3C)CC1	0%[46 µM]
6	CCOc1ccc(NC(=O)C(=O)NCCc2csc(-c3ccc(C)cc3)n2)cc1	5%[46 µM]
35	CCOC(=O)Cn1c(=O)n(-c2ccccc2OC)c2nc(-c3cccc(F)c3)nc(C(N)=O)c21	-9%[46 µM]
7	CCOc1ccc(-n2c(=O)c3c(C)c(C(=O)N(C)C)sc3n(Cc3cc(C)ccc3C)c2=O)cc1	19%[46 µM]
22	O=C(CSc1n[nH]c(-c2ccccc2)n1)NCCCc1ccccc1	5%[46 µM]
24	CCOC(=O)c1cc(-c2ccccc2)n(CC(=O)Nc2ccc(CC)cc2)c1C	?
3	CC1(C)N=C(SCc2ccc(F)cc2)c2ccccc2N1	?

Continuation.
item	molecule	Lamin A splicing
51	COCCCNC(=O)c1oc2c(c1C)-c1nn(Cc3ccc(Cl)cc3)cc1CC2	?
52	COc1cccc(NC(=O)C(=O)NCCc2csc(-c3ccc(C(F)(F)F)cc3)n2)c1	-1%[46 µM]
53	CCc1ccccc1N(C)C(=O)c1sc2nc3n(c(=O)c2c1C)CCCCC3	?
54	CCCOc1ccc(C2C(=O)N(C3CCCCC3)CC(=O)N2C2CCCCC2)cc1OC (stereo unspecified)	-12%[46 µM]
55	O=C(NCCc1csc(-c2ccc(C(F)(F)F)cc2)n1)C(=O)Nc1ccc(F)c(Cl)c1	4%[46 µM]
56	O=C(Cn1c(SCc2ccc(F)cc2)nc2cccnc21)Nc1ccccc1F	11%[46 µM]
57	COC(=O)c1sccc1S(=O)(=O)N(CC(=O)NCc1ccc(C)cc1)c1ccc(C)c(C)c1	16%[46 µM]
58	CCOc1ccccc1-c1nc(Cn2c(=O)cc(C)c3c(C)nn(-c4ccccc4)c32)c(C)o1	-1%[46 µM]
59	COC(=O)c1sccc1S(=O)(=O)N(CC(=O)NCc1ccccc1)c1ccc(C)c(C)c1	?
60	COc1cc(OC)c(NS(=O)(=O)c2c(C(=O)N3CCCCCC3)c(C)n(C)c2C)cc1Cl	6%[46 µM]
61	COc1ccc(CC(=O)NCc2ccc3c(c2)CCN3C(C)=O)cc1	10%[46 µM]
62	Cc1ccc(S(=O)(=O)n2nc(C)c(S(=O)(=O)N3CCCCCC3)c2C)cc1C	-1%[46 µM]
63	O=C(Nc1nnc(S(=O)(=O)N2CCOCC2)s1)c1cccc(Br)c1	14%[46 µM]
64	Cc1ccc(NC(=O)CCCn2c(=O)c3cccn3c3ccccc32)cc1Cl	0%[46 µM]
65	COc1cccc(C2c3c(oc4ccc(C)cc4c3=O)C(=O)N2CCCN2CCOCC2)c1OC (stereo unspecified)	11%[46 µM]
66	Cc1ccc(OCC(=O)Nc2nnc(S(=O)(=O)N3CCCCCC3)s2)cc1	5%[46 µM]
67	CCCn1c(=N)c(C(=O)NCc2ccccc2)cc2c(=O)n3cccc(C)c3nc21	-7%[46 µM]
68	COC(=O)c1cc(NC(=O)Cn2nc(-c3ccc(C)c(C)c3)ccc2=O)cc(C(=O)OC)c1	?
69	Cc1ccc(NC(=O)c2cc(S(=O)(=O)N3CCCc4ccccc43)ccc2F)cc1F	0%[46 µM]
70	COc1ccc(OC)c(CCNC(=O)CCCn2c(=O)c3cccn3c3ccccc32)c1	?

Part of the list above in order of length of the SMILES, low to high:
item	molecule	Lamin A splicing
63	O=C(Nc1nnc(S(=O)(=O)N2CCOCC2)s1)c1cccc(Br)c1	14%[46 µM]
66	Cc1ccc(OCC(=O)Nc2nnc(S(=O)(=O)N3CCCCCC3)s2)cc1	5%[46 µM]
67	CCCn1c(=N)c(C(=O)NCc2ccccc2)cc2c(=O)n3cccc(C)c3nc21	-7%[46 µM]

Next structures follow:
item	molecule	Lamin A splicing
71	CCCCN(C)CCCNC(=O)c1cc(=O)[nH]c2ccc(S(=O)(=O)N3CCCCC3)cc12	-10%[46 µM]
72	Cc1ccc(CN2CCC(CNC(=O)c3cnn(-c4ccccc4Cl)c3C3CCN(C(=O)OC(C)(C)C)CC3)CC2)cc1	?
73	COc1ccc(OC)c(NC(=O)c2cn3c4c(ccc(Cl)c4c2=O)OC(C)C3)c1 (stereo unspecified)	?
74	CCN1CCN(c2ncnc3c2cnn3-c2ccc(F)cc2)CC1	-23%[46 µM]
75	COc1ccc(CCNC(=O)CCN2N=C(c3ccccc3)CCC2=O)cc1OC	11%[46 µM]
76	COc1ccc(Nc2ncnc3c2cnn3-c2cc(Cl)ccc2C)cc1OC	-16%[46 µM]
77	O=C(CSc1nnc(-c2ccc(Cl)cc2)c(-c2ccc(Cl)cc2)n1)NC1CCCC1	0%[46 µM]
78	COc1ccc(Cl)cc1NC(=O)c1c(NCc2ccc(C)o2)sc2c1CCCC2	-9%[46 µM]
79	COc1ccc(C)cc1NC(=O)N(Cc1ccc(C)o1)C1CCN(C(C)=O)CC1	5%[46 µM]
80	O=C(NCc1cccs1)C1CCN(C(=O)N2CCOc3ccccc32)CC1	20%[46 µM]
81	O=C(CC1N=C2c3ccccc3N=C(SCc3cccc(Cl)c3)N2C1=O)NCCc1ccccc1 (stereo unspecified)	?
82	CCc1ccc(NC(=O)N2CCN(c3nnc(C)c4c(C)n(-c5ccc(Cl)cc5)nc34)CC2)cc1	?
83	COc1cc(OC)c(NC(=O)c2sc3nc4n(c(=O)c3c2C)CCCC4)cc1Cl	-28%[46 µM]
84	COc1ccccc1N1CCN(CCCNC(=O)c2cnn(-c3ccc(C)c(C)c3)c2C2CCN(C(=O)OC(C)(C)C)CC2)CC1	-14%[46 µM]
85	COc1cccc(CNC(=O)c2ccc(NC(=O)N3CCCCc4ccccc43)cc2)c1OC	4%[46 µM]
86	Cc1ccc(Cl)cc1N1CCN(C(=O)c2cc(S(=O)(=O)N3CCCCCC3)cn2C)CC1	?
87	Cc1ccc(CNC(=O)CSc2nc3ccsc3c(=O)n2Cc2ccccc2F)cc1	-13%[46 µM]
88	COC(=O)CN1C(=O)C(O)(c2c(C)[nH]c3ccccc23)c2ccccc21 (stereo unspecified)	27%[46 µM]
89	COc1ccccc1Nc1nc(-c2ccccc2F)nc2ccccc12	?
90	CCCn1c2ccccc2c2cnn(CC(=O)N(Cc3ccccc3)C(C)C)c(=O)c21	?
91	CN(C)c1ccc(NC(=O)Cn2c(SCc3ccc(F)cc3)nc3cccnc32)cc1	?
92	Cc1nc(-c2ccc(C)c(S(=O)(=O)N3CCC(C(=O)Nc4ccc(Cl)cc4)CC3)c2)no1	?
93	Cc1nc2nc(SCC(=O)Nc3cccc(Cl)c3)nn2c(C)c1Cc1ccccc1	?
94	CCOC(=O)c1ccccc1NC(=O)CSc1nc(=O)[nH]c2c1CCCC2	5%[46 µM]
95	COc1ccc(N2CC(NC(=O)c3ccc(S(=O)(=O)N4CCOCC4)cc3)CC2=O)cc1 (stereo unspecified)	?
96	COc1ccc(CNC(=O)c2cc(-c3ccc(OC)c(OC)c3)nc3n[nH]c(-c4ccc(C)cc4)c23)cc1	?
97	O=C(NC1CCCCC1)c1ccc2c(c1)sc1nc(-c3ccccc3)cn12	24%[46 µM]
98	CCc1ccc(N2CCn3c2nc2c3c(=O)n(CCc3ccccc3)c(=O)n2C)cc1	0%[46 µM]
99	O=C1CC(c2ccccc2)Cc2[nH]c(=O)c(C(=O)Nc3cccc(F)c3)cc21 (stereo unspecified)	13%[46 µM]
100	COc1ccc(CCNC(=O)C(=O)Nc2ccc(C)cc2)cc1OC	-2%[46 µM]
101	COc1ccc2nc(N3CCN(C(=O)c4ccco4)CC3)sc2c1	3%[46 µM]
102	CCc1ccc(NC(=O)CSc2nc(=O)n(Cc3ccncc3)c3c2CCC3)cc1	-29%[46 µM]
103	CCCNC(=O)c1ccc(Cn2c(SCC(=O)NC(C)C)nc3ccccc3c2=O)cc1	-13%[46 µM]
